Screening results as filed in PubChem BioAssay.
IDH1 R132H inh: inhibitors of human mutant IDH1 R132H; IDH1-R132H enzyme, NADPH consumption, diaphorase/resazurin fluorescence; Potency, µM (highest dose often 76.6 µM), for inactives: at the highest dose activity change, negative = inhibition, most hits filed as inhibitors; 0.093% of 390,000 active; also: % is scaled to controls: 0 for no effect and ±100 for the full control effect; nearly all actives have a fitted effect of over 65% in size
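IDH1-R132H (0.5 ug/mL dispensed) in pH 7.5 Tris buffer was preincubated 30 min with compound, then given a substrate mix of 0.016 mM NADPH and 2 mM alpha-KG for 80 min at room temperature; remaining NADPH was read by diaphorase/resazurin fluorescence.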
Vif-A3F inh: inhibitors of Vif-A3F interaction. HeLa A3F-eYFP + Vif (tagged APOBEC3F with the HIV-1 protein that degrades it), YFP fluorescence increase. Potency, µM (top dose mostly 46.1 µM), inactives show top-dose activity, negative = active. 0.2% of 390,000 active; also: % of control where 0% means no effect; nearly all actives have a fitted effect of over 65% in size
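HeLa cells stably expressing Vif plus C-terminally eYFP-tagged A3F were seeded, incubated overnight at 37 deg C, dosed with compound, incubated overnight again at 37 deg C. Yellow fluorescence (Ex 488/Em 500-530) reported blocked Vif-mediated A3F-eYFP degradation.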
12-LOX inh: blocks human arachidonate 12S-lipoxygenase. P18054. purified 12hLO, xylenol orange hydroperoxide absorbance. Potency, µM (titrated, usually from 108 µM), inactives show top-dose activity change, negative = inhibition, most hits filed as inhibitors. 1.1% of 580,000 active. AID 1671190; also: % is scaled to controls: 0 for no effect and ±100 for the full control effect
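Purified human 12hLO at 150 nM in 25 mM Hepes, 0.01% Triton X-100, pH 7.0, preincubated 15 min at room temperature with compound. Reaction started with 40 uM arachidonic acid, 30 min at room temperature. Hydroperoxide measured by Fe-xylenol orange, 573/405 nm absorbance ratio.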
RGS4 inh: human RGS4 inhibition; Potency, µM (top dose mostly 114 µM), for inactives: top-dose activity change, negative = inhibition, hits mostly inhibitors; P49798; 0.039% of 390,000 active; Transcreener GDP fluorescence polarization, RGS4-accelerated GTP hydrolysis; also: % is scaled to controls: 0 for no effect and ±100 for the full control effect; nearly all actives have a fitted effect of over 75% in size; some results filed as inactive show a strong effect at the top dose
Target sequence (P49798 whole entry, looked up): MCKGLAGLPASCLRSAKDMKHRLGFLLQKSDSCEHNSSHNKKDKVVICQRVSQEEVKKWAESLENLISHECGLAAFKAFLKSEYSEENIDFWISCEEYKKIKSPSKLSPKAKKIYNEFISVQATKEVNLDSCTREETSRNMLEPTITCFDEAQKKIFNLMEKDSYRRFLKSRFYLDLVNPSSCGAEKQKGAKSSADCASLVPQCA
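MLSMR compounds (23 nl, pin-transferred) preincubated 10 min at room temperature with a 500nM (2x) first reagent, then RGS4 at 900nM (2x) plus Transcreener GDP mix added; fluorescence polarization (620/688 nm) read before and after 90 min at 30 °C.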
rTrxR1 inhibitor: blocks rat thioredoxin reductase 1; recombinant rTrxR1, NADPH fluorescence consumption, selenite substrate; Potency, µM (top dose mostly 114 µM), for the others: at the top dose activity change, negative = inhibition, most hits filed as inhibitors; 1% of 390,000 active; also: % is scaled to controls: 0 for no effect and ±100 for the full control effect; nearly all actives have a fitted effect of over 65% in size
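Rat TrxR1 (90 nM in the dispensed reagent) was pre-reduced with 400 uM NADPH for 5 min at room temperature, then incubated with compound for 15 min. After 400 uM selenite was added, NADPH fluorescence (Ex 340/Em 450 nm) was followed for 8 min.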
Vif-A3G inh: blocks the Vif interaction with human APOBEC3G | Q9HC16 | HeLa A3G-eYFP + Vif (tagged APOBEC3G with the HIV-1 protein that degrades it), YFP fluorescence, overnight | Potency, µM (highest dose often 46.1 µM), without a hit: at the top dose activity, negative = active, actives largely listed as inhibitors | 0.076% of 410,000 active | AID 602310;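 also: % is scaled to controls: 0 for no effect and ±100 for the full control effect; nearly all actives have a fitted effect of over 60% in size; hits raise eYFP signal because A3G escapes Vif-driven loss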
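HeLa cells stably expressing Vif and C-terminally eYFP-tagged A3G, seeded overnight at 37 deg C, then exposed to compound by pintool overnight at 37 deg C. Rise in yellow fluorescence (Ex 488/Em 500-530, Acumen) marks blocked Vif-driven A3G degradation.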
RXFP1 ag: agonists of human relaxin receptor RXFP1; HEK293T-RXFP1 cAMP TR-FRET, 30 min; response scale: percent of porcine relaxin response, buffer zero; Potency, µM (doses to about 57.5 µM), for inactives: at the top dose activation, hits mostly activators; 0.3% of 370,000 active; also: % is scaled to controls: 0 for no effect and ±100 for the full control effect; nearly all actives have a fitted effect of over 60% in size; many of its hits are not listed in these tables
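cAMP rise read by TR-FRET after 30 min, 37C compound exposure (up to 58 uM) in RXFP1-transfected HEK293 cells with Ro 20174 present. EC50 from Hill-equation fits, with 29 nM porcine relaxin as 100% and buffer as basal.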
USP1-UAF1 inh: USP1/UAF1 (human) deubiquitinase inhibition; recombinant USP1/UAF1, Ub-Rhodamine cleavage fluorescence; AID 743255; Potency, µM (doses to about 57.1 µM), for the others: at the top dose activity change, negative = inhibition, actives largely listed as inhibitors; 0.23% of 390,000 active; O94782; also: % is scaled to controls: 0 for no effect and ±100 for the full control effect; nearly all actives have a fitted effect of over 60% in size; inactives centre near -12
Target sequence (O94782 whole entry, looked up): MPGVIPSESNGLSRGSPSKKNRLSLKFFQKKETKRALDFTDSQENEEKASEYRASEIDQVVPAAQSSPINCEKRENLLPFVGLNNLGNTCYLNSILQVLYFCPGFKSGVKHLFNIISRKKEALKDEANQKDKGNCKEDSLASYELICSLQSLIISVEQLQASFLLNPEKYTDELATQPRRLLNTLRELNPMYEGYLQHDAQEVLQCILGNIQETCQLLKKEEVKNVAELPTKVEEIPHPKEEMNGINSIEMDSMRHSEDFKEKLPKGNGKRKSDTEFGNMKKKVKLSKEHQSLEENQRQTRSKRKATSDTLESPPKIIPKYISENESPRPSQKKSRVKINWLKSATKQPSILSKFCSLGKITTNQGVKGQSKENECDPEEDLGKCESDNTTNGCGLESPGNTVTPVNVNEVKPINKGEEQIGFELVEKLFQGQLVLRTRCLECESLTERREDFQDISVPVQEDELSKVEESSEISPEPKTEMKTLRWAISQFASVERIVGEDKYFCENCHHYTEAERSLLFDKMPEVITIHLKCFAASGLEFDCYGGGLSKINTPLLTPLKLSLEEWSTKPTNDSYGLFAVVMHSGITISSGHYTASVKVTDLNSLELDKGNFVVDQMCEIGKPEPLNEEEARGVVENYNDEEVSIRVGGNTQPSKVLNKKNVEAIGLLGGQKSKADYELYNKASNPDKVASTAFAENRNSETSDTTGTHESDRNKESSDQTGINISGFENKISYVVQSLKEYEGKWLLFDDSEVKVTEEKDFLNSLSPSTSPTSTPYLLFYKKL
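Step one: compound is pinned into 1nM USP1/UAF1 in HEPES pH 7.8 buffer with TCEP. Step two: 15 min room-temperature incubation. Step three: Ub-Rho (150nM final) starts cleavage, tracked by fluorescence over six one-minute reads.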
TrxR1 substrate: rat thioredoxin reductase 1 substrate activity; O89049; purified TrxR1 substrate turnover, NADPH consumption readout; Potency, µM (top dose mostly 114 µM), inactives show top-dose activity change, negative = substrate turnover; 0.01% of 390,000 active; AID 588456; also: % is scaled to controls: 0 for no effect and ±100 for the full control effect; nearly all actives have a fitted effect of over 50% in size
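Rat TrxR1, dispensed at 90 nM, was prereduced with 400 uM NADPH (final) for 5 min at ~22 deg C, then incubated with compound 15 min before 400 uM selenite. A first-read NADPH fluorescence drop versus no-compound background flagged substrates.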
An asterisk follows results filed as active; i = inactive; ? = inconclusive; . = no result given; [ ] = another dose, or the depositor's remark. Calls follow the shape of the dose curve; as a rule, active = well fitted curve in the direction sought with a large enough effect; inconclusive = small, poorly fitted or top-dose-only effect, or another doubt; inactive = no such curve, though single readings can be large; an effect the other way counts as inactive or inconclusive. Potency is read from the fitted curve at half-maximal effect.

Screens in order – IDH1 R132H inh	Vif-A3F inh	12-LOX inh	RGS4 inh	rTrxR1 inhibitor	Vif-A3G inh	RXFP1 ag	USP1-UAF1 inh	TrxR1 substrate
> Cc1ccc(-n2c(=O)cc(NCc3cccnc3)[nH]c2=O)cc1
 : 2%	-27%	-4%	-23%	1%[57.1 µM]	3%	-1.3%	-15%	6%[57.1 µM]
> COc1ccc(CNC(=O)CN2CCN(S(=O)(=O)c3cccs3)CC2)cc1OC
 : 2%	1%	-20%	-3%	-3%	-4%	1.3%	-14%	2%
> Fc1ccc(C2CCCN2Cc2nc(Cc3ccccc3F)no2)cc1 (stereo not given)
 : 2%	7%	-9%	4%	16%	0%	0.1%	-17%	5%
> O=C(CNC(=O)C1CCCCC1)OCCOc1ccccc1
 : .	.	.	-6%	?	3%	.	.	-7%
> CCc1ccc(OCCCn2c(CCNC(=O)C3CCCCC3)nc3ccccc32)cc1
 : .	.	.	17%	13%	0%	.	.	13%[0.0914 µM]
> CC(C)CNC(=S)N(CCCO)Cc1cc2cc3c(cc2[nH]c1=O)OCCO3
 : -6%	3%	0%	-44%	5%	-4%	1.5%	-9%	35%[activator]
> O=C(Cn1ncc2c([nH]c3ccccc32)c1=O)Nc1cccc(C(F)(F)F)c1
 : 12%	2%	-24%	-3%	16%	1%	3.4%	-10%	5%
> NCCCCCC(=O)Nc1ccncc1
 : 0%	5%	0%	16%	-3%	0%	-2.9%	-18%	-6%
> Cc1ccc(Cl)cc1NC(=S)N(Cc1cccnc1)Cc1ccccc1Cl
 : -3%	1%	-2%	-16%	11%[57.1 µM]	-3%	-4.6%	-22%	8%[57.1 µM]
> CCOc1ccc(NS(=O)(=O)c2ccc(OC)c(NC(=O)c3ccc4c(c3)OCCO4)c2)cc1
 : -3%	9%	-8%	5%	8%	2%	-0.1%	-20%	3%
> COc1cc(CCNC(=O)CCCn2c(=O)c3cccn3c3cccnc32)cc(OC)c1OC
 : -7%	2%	-5%	14%	3%	-7%	3.6%	-23%	1%
> COCC1CCN(C(=O)c2cc(COc3ccccc3SC)on2)C1 (stereo not given)
 : 0%	-3%	2%	-14%	22%	-1%	0.2%	-25%	3%
> COc1cc(/C=C/CO)cc(OC)c1OC/C=C(\C)CCC=C(C)C
 : 2%	1%	?	-9%	2%[57.1 µM]	-3%	0.0%	-12%	-3%[57.1 µM]
> O=C(NC(=O)c1ccccc1)OCC(F)(F)F
 : 5%	-3%	30%[activator]	-11%	10%	2%	0.3%	-17%	0%
> Cc1cc(C)c(C)c(S(=O)(=O)Nc2ccccc2C(=O)O)c1C
 : 9%	-1%	?	-1%	10%	0%	-0.3%	?	35%[activator]
> O=C(Cn1nnc(-c2cccc(C(F)(F)F)c2)n1)NC1CCCC1
 : -1%	-7%	i	-2%	-4%	0%	1.8%	-23%	-7%
> COc1ccc(C(CNC(=O)COc2ccc(C)cc2)N2CCCCC2)cc1 (stereo not given)
 : 9%	-9%	-24%	31%	5%	0%	-0.9%	6%	-7%
> CS(=O)(=O)N(CC(=O)Nc1c(F)cccc1F)c1ccc(C23CC4CC(CC(C4)C2)C3)cc1
 : -3%	-5%	-9%	-6%	-10%	1%	-0.1%	1%	-1%
> CN(C)CCNc1oc(-c2ccccc2F)nc1C#N
 : -8%	2%	?	2%	30%[activator][57.1 µM]	1%	7.1%	-6%	108%[activator][57.1 µM]
> COc1ccccc1CNC(=O)C1CC(c2c(Cl)cccc2Cl)=NO1 (stereo not given)
 : -10%	1%	-6%	-29%	0%	-1%	2.1%	15%	-6%
> CCN(CC)S(=O)(=O)c1ccc(C(=O)NCc2ccc3c(c2)OCO3)cc1
 : 2%	-5%	-2%	-12%	13%[57.1 µM]	0%	2.9%	-8%	-3%
> Cc1cc(C)cc(NC(=O)N2CCCN(c3ncccc3[N+](=O)[O-])CC2)c1
 : 9%	-1%	397%[activator]	-4%	25%	-5%	0.3%	-21%	2%
> CCN(CC)C(=O)C1=C(C)N(CCCN2CCCC2=O)C(=O)C(CC(=O)NCc2ccco2)C1 (stereo not given)
 : 3%	-12%	2%	.	.	0%	.	-11%	.
> O=C(C[C@H]1C/C=C\CC[C@@H](Cc2ccc(F)cc2)C(=O)O[C@@H](c2ccccc2)CNC1=O)N[C@H](CO)Cc1ccccc1
 : -13%	?	-27%	-11%	8%	?	.	0%	-6%
> COc1cccc(/C=C2\SC(=S)N(CCCC(=O)Nc3cccc(C(=O)O)c3)C2=O)c1
 : 10%	-9%	.	.	.	0%	.	-19%	.
> Cc1cc(=O)n2[nH]c(SCc3c(F)cccc3Cl)nc2n1
 : 13%	6%	?	-20%	12%[57.1 µM]	-10%	.	-9%	6%[57.1 µM]
> Cc1cc(C)nc(NC(=NCc2ccc3c(c2)OCO3)NC(=O)Nc2ccccc2)n1
 : 0%	-1%	-8%	2%	16%[57.1 µM]	1%	2.3%	-5%	1%
> CCOC(=O)c1[nH]c2ccc(OC)cc2c1NC(=S)N1CCN(c2ccccc2)CC1
 : -2%	0%	15%	-25%	-20%	-10%	-1.1%	-14%	-9%
> CCc1nc(SCc2cccnc2)[nH]c(=O)c1C
 : 6%	.	-25%	10%	3%	1%	2.9%	-19%	1%
> COc1ccc(-n2c(C)nnc2SCC(=O)N2CCOCC2)cc1
 : -6%	-4%	17%	-17%	22%	1%	0.0%	-8%	0%

Sorted by molecular weight (low to high): three of the compounds above.
Screens in order – IDH1 R132H inh	Vif-A3F inh	12-LOX inh	RGS4 inh	rTrxR1 inhibitor	Vif-A3G inh	RXFP1 ag	USP1-UAF1 inh	TrxR1 substrate
> Cc1cc(=O)n2[nH]c(SCc3c(F)cccc3Cl)nc2n1
 : 13%	6%	?	-20%	12%[57.1 µM]	-10%	.	-9%	6%[57.1 µM]
> COc1cccc(/C=C2\SC(=S)N(CCCC(=O)Nc3cccc(C(=O)O)c3)C2=O)c1
 : 10%	-9%	.	.	.	0%	.	-19%	.
> CCN(CC)C(=O)C1=C(C)N(CCCN2CCCC2=O)C(=O)C(CC(=O)NCc2ccco2)C1 (stereo not given)
 : 3%	-12%	2%	.	.	0%	.	-11%	.

(next part)
Screens in order – IDH1 R132H inh	Vif-A3F inh	12-LOX inh	RGS4 inh	rTrxR1 inhibitor	Vif-A3G inh	RXFP1 ag	USP1-UAF1 inh	TrxR1 substrate
> Cc1ccc(N2C(=O)C(c3c(C)[nH]n(-c4ccccc4)c3=O)(C(F)(F)F)C3=C2CC(C)(C)CC3=O)cc1 (stereo not given)
 : 1%	-3%	0%	11%	-4%	3%	-0.1%	-5%	-7%
> CCCCN1C(=O)C(O)(CC(=O)c2c(C)n[nH]c2C)c2cc(Br)ccc21 (stereo not given)
 : -2%	-4%	-18%	9%	9%	0%	1.8%	-15%	2%
> CCOC(=O)Cc1csc(NC(=O)Cn2cnc3c2c(=O)n(C)c(=O)n3C)n1
 : -6%	4%	-25%	?	10%[57.1 µM]	0%	?	-3%	2%
> CCOc1cc(C2Nc3ccccc3C(=O)N2c2ccccc2OC)ccc1O (stereo not given)
 : 10%	1%	-4%	-6%	3%	-6%	0.0%	0%	48%[activator]
> CCN(CC)S(=O)(=O)N1CCC(C(=O)NCCC2=CCCCC2)CC1
 : -1%	-5%	-18%	-5%[56.9 µM]	14%[11.4 µM]	1%	0.8%	-23%	9%[11.4 µM]
> CCCCCNCC(=O)Nc1cccc(C(=O)Nc2cccc(C(F)(F)F)c2)c1
 : -4%	7%	?	15%	6%[57.1 µM]	-12%	-3.2%	-18%	1%[57.1 µM]
> CCOC(=O)c1c(NC(=O)/C=C/c2ccc(OCC)cc2)sc(C(C)=O)c1C
 : 7%	5%	-18%	-23%	4%	3%	1.8%	-19%	2%
> CCOC(=O)N1CC=C2C(C#N)=C(N)C(C#N)(C#N)[C@H](c3cccs3)[C@H]2C1
 : 9%	2%	-17%	-32%	?	-1%	-1.0%	-21%	9%
> Cc1ccc(C2(C)NC(=O)N(CC(=O)N3CCN(S(=O)(=O)c4cccc(F)c4)CC3)C2=O)cc1 (stereo not given)
 : 3%	-17%	i	25%	-12%	0%	0.7%	-5%	-3%

An excerpt from above, showing only Vif-A3F inh and 12-LOX inh.
SMILES	Vif-A3F inh	12-LOX inh
CC(C)CNC(=S)N(CCCO)Cc1cc2cc3c(cc2[nH]c1=O)OCCO3	3%	0%
O=C(Cn1ncc2c([nH]c3ccccc32)c1=O)Nc1cccc(C(F)(F)F)c1	2%	-24%
NCCCCCC(=O)Nc1ccncc1	5%	0%

An excerpt; rates above refer to the full screens.
